MEKK3 PB1 HTS = raises or lowers MEK5 binding to the human MEKK3 PB1 domain. AID 1529. bead-based flow cytometry, Alexa488-MEK5 binding to MEKK3; actives lie on both sides; 0 = blocked by unlabeled MEK5, 100 = vehicle. 290,000 tested, 1.4% active. Q99759. binding response (% of control), % at 10 µM;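 active means binding response more than 3 SD above or below the average of its plate-row segment, actives on both sides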;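 further: Alexa488 bead fluorescence after subtracting the streptavidin-only scavenger bead signal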
Target sequence (Q99759 whole entry, looked up, the tested form may be a part): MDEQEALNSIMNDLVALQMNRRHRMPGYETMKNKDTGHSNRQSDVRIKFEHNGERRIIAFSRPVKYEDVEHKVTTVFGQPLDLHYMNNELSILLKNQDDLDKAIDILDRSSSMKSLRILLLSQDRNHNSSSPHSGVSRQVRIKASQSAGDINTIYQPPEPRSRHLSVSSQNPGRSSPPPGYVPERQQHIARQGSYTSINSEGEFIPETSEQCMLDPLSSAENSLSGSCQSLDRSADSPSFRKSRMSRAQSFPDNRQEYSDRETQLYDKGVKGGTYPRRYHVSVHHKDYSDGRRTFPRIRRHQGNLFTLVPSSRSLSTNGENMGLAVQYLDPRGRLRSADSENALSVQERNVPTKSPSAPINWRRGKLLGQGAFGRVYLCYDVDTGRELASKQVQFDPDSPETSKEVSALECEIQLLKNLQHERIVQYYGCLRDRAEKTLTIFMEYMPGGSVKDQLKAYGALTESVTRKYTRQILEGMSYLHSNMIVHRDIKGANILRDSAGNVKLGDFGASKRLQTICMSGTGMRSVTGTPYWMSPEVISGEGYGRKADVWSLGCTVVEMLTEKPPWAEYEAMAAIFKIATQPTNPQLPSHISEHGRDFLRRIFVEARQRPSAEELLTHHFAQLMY
FID counter = displaces DNA intercalator in HCV helicase counter-screen. DNA fluorescent intercalator displacement, fluorescence. AID 1845. 290,000 tested, 0.17% active. inhibition, % at 7.9 µM; in the data active means inhibition above about 37%;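 further: 0% = vehicle and 100% = reference compound; higher means more ethidium bromide displaced from hairpin DNA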
PHOSPHO1 inh = inhibitors of human PHOSPHO1 phosphatase | recombinant PHOSPHO1, absorbance phosphatase assay | AID 1565 | inhibition, % at 13.3 µM | Q8TCT1 | 290,000 tested, 1.1% active; in the data active means inhibition above about 60%
Target sequence (Q8TCT1 whole entry, looked up): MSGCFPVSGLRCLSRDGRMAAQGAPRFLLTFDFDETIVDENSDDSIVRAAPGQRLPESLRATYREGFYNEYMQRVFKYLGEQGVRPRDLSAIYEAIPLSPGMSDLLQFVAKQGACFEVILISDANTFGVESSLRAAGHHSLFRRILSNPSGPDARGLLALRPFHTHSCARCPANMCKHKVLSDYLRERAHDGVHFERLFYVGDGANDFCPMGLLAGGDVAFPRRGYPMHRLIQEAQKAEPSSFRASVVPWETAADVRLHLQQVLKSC
VIM-2 inhibitor = inhibitors of Pseudomonas aeruginosa VIM-2 metallo-beta-lactamase; purified VIM-2, nitrocefin hydrolysis, epi-absorbance fluorescence; AID 1527; 290,000 tested, 0.89% active; inhibition, % at 5.6 µM;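 active means inhibition above the mean of all tested compounds plus 3 SD, cutoff set per screening run, cut at about 7.5% in these data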;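 further: red hydrolysis product quenches plate fluorescence so inhibitors raise well fluorescence; 0% = enzyme with DMSO and 100% = DMSO without enzyme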
SUMO HTRF inh = blocks human SUMOylation mediated by UBC9; P63279; HTRF SUMOylation assay, SAE1/SAE2 + UBC9, in vitro; inhibition, % at 35 µM; 290,000 tested, 0.36% active; AID 2006; in the data active means inhibition above about 50%, passing the limit was not always enough; further: strong numbers were not always called active
Target sequence (P63279 whole entry, looked up): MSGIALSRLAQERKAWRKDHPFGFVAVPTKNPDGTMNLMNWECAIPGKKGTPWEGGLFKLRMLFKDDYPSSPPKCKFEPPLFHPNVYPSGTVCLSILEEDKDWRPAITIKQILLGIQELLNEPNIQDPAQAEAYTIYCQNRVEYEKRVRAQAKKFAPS
NS3 helicase inh = blocks Hepatitis C virus NS3 helicase unwinding; NS3 helicase DNA unwinding, Cy5 molecular beacon fluorescence; inhibition, % at 10.9 µM; 290,000 tested, 0.56% active; AID 1800;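 active means inhibition above the mean of all tested compounds plus 3 SD, set per campaign, cut at about 35% in these data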;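 further: 0% = DMSO wells and 100% = thioflavine S control wells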
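System: Hepatitis C virus NS3 helicase domain fragment enzyme | Reagent: Annealed dual-labelled DNA beacon duplex, ATP-started | Compound dosing: 10.9 µM single point, 0.8% DMSO | Incubation: 1 h reaction at 25 °C, ATP-initiated | Technique: Cy5 fluorescence | Evaluation: Percent inhibition from t60/t0 fluorescence ratio | Benchmarks: Low DMSO, high thioflavine S at 110 µM | Replication: Singlicate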
IDE act = IDE (human) activation, cell-based; 340,000 tested, 0.073% active; AID 493087; activation, % at 5.96 µM; P14735; HEK cells, FAbeta-B cleavage, fluorescence polarization; 0% vehicle, 100% cell-free pure enzyme wells;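 active means activation above the mean of all tested compounds plus 3 SD, set per screening campaign, cut at about 17% in these data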
IMP-1 inh = inhibitors of Pseudomonas aeruginosa IMP-1 metallo-beta-lactamase. purified IMP-1, nitrocefin hydrolysis, epi-absorbance fluorescence. inhibition, % at 5.6 µM. 290,000 tested, 0.45% active;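 active means inhibition above the mean plus 3 SD of all compounds in the same screening run, cut at about 4.5% in these data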;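 further: 0% = IMP-1 with DMSO and 100% = DMSO wells lacking enzyme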
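system = purified recombinant IMP-1 beta-lactamase | amount = 0.2 nM IMP-1, as dispensed | medium = HEPES buffer pH 7.1 with ZnSO4 and Brij 35 | times = 25 °C, 15 min preincubation, 25 min reaction | detection = plate fluorescence quenching by hydrolysis product, ex 480/em 530 nm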
p-CIP stab down = p/CIP protein destabilization | F442A p/CIP-EGFP cells, EGFP fluorescence, 16 h | decrease of EGFP signal, % at 10 µM | 290,000 tested, 0.01% active;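 active means EGFP signal decrease of at least 30% at 10 µM or well 3 SD below plate mean, unless failing retest; inactive means the rest, including hits failing retest or dose response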; further: some compounds called inactive have numbers as strong as hits; many of its hits are not listed in these tables
Active calls of the source: *; / = no result given; [ ] = dose if it differs, or a comment. These rows are one share of the data; the hit share may differ from the screen's.

SMILES	MEKK3 PB1 HTS	FID counter	PHOSPHO1 inh	VIM-2 inhibitor	SUMO HTRF inh	NS3 helicase inh	IDE act	IMP-1 inh	p-CIP stab down
CCN(CC)C(=O)CSc1nc2cc3c(cc2c(=O)n1CCCC(=O)NCCc1ccc(OC)c(OC)c1)OCO3	97	-45	2	-4.2	2	-4	7	-2.5	-1
Cc1nc2scc(-c3cccs3)c2c(=O)o1	107	6	-16	2.9	12	10	3	2.7	0
O=C(CC(C(=O)O)C1CCCO1)NCCc1ccc2c(c1)OCO2 (stereo not given)	103	-6	-21	-1.7	15	0	4	-2.8	-12
CCCOC(=O)/C(C)=N\NC(=O)c1ccco1	102	-3	22	-4.8	2	3	1	-5.6	-16
COc1ccc(N2C(=O)c3ccccc3NC2c2ccc(OC)c(Cn3cc([N+](=O)[O-])cn3)c2)cc1 (stereo not given)	107	-17	-17	-0.9	9	-14	11	-1.8	-8
C=C1SC(=Nc2ccccc2Cl)N(C(=O)c2sc3ccccc3c2Cl)C1(C)C	103	-10	10	-3.5	-13	-5	2	-1.9	7
COc1ccc(CNC(=O)C2CCN(S(=O)(=O)c3ccc4c(c3)CC(C)N4C(C)=O)CC2)cc1 (stereo not given)	101	-54	20	-5.2	-3	1	4	-2.1	0
O=C(CCC(=O)Nc1ccccc1Cl)NNS(=O)(=O)c1ccc(Cl)cc1	106	-14	31	-3.0	7	1	2	-2.6	-11
CCOc1ccc(C(=O)NCC(=O)OC(C)C(=O)NCc2ccco2)cc1OCC (stereo not given)	101	-9	-1	-2.8	10	5	5	-1.9	-11
CCOCCCn1c(=NC(=O)c2ccco2)c(C(=O)OCC)cc2c(=O)n3cccc(C)c3nc21	102	-8	28	0.9	34	22	-4	-3.1	-16
COc1ccc(CNC(=O)NC2CCCCC2)cc1	86	1	16	0.2	0	-3	-4	-0.6	-6
COc1ccc(C2=NCN(c3ccc(C)cc3)C(=S)N2)cc1	103	-6	38	-4.6	15	3	-4	-3.2	-8
O=C(O)/C=C\C(=O)Nc1ccc(Oc2ccc(Br)cc2)cc1	111	5	45	-2.5	6	-9	-1	-5.0	-11
S=c1[nH]c(-c2ccccc2)cn1-c1ccccc1	103	-10	20	-3.7	-5	3	-3	-1.4	-4
Cc1ccc(C)c(-n2cc(CN3CCCN(C=O)CC3)c(-c3ccccc3)n2)c1	108	-6	44	-1.2	16	-1	6	-1.0	5
Cc1ccc(-n2c(C)nnc2SC(C)C(=O)N2CCCC2)cc1 (stereo not given)	100	-14	36	-2.6	-7	-2	2	-1.8	4
Cc1c(C)[n+](=O)c2c(n1[O-])CCCCC2	106	-1	13	-0.7	-8	-3	0	-1.4	-3
COc1ccccc1-n1cnc2cc(NC(C)=O)ccc21	105	-4	-4	-1.9	1	-4	4	-3.6	-4
CC(C)CC(NC(=O)C(NC(=O)C1CCC(=O)N1C(=O)OCc1ccccc1)C(C)C)C(=O)N1CCCC1C(N)=O (stereo not given)	99	-20	22	-1.0	6	-4	-1	-3.2	2
COC(=O)C1=NN(c2ccccc2OC)C2C(=O)N(c3ccccc3OC)C(=O)C12 (stereo not given)	87	-8	-9	-3.1	18	5	4	-2.6	-6
O=C(CNC(=O)/C=C/c1ccccc1)N=Nc1c(O)n(Cc2ccccc2)c2ccccc12	96	3	6	-2.8	15	-7	/	-2.9	-28
CC(C)n1c(O)c(N=NC(=O)C2COc3ccccc3O2)c2ccccc21 (stereo not given)	97	6	29	-4.0	-22	-5	-1	-3.6	-21
Cc1ccc(Cl)c(OCC(=O)Nc2ccc3c(c2)OCCO3)c1	94	-21	22	0.7	-2	1	0	-4.0	2
O=C(Nc1ccc2c(c1)OCO2)C1CC(c2ccccc2Cl)=NO1 (stereo not given)	97	-4	-20	-0.8	-2	12	-1	-6.2	5
C=CCOC(=O)COc1ccc2c(C)c(C)c(=O)oc2c1	99	-5	-12	0.5	-2	9	2	-1.1	5
CC(Oc1ccccc1)C(=O)N1CCCc2ccccc21 (stereo not given)	101	-12	-3	-2.0	-10	-2	6	-2.9	-33
CCOC(=O)Cc1nnc(NC(=O)c2ncn[nH]2)s1	101	5	7	-6.1	6	5	6	-3.2	10
CN(C(=O)CCc1nnc(CCCCc2ccccc2)o1)C1CC(C)(C)NC(C)(C)C1	107	18	41	-2.6	7	-4	2	-3.3	-16
Cc1ccc(N2NC(=O)/C(=C\c3cc4c(cc3[N+](=O)[O-])OCO4)C2=O)cc1C	96	-16	-5	-2.2	27	30	4	-3.5	-4
CCCC(CCC)c1nnc(NC(=O)c2ccco2)s1	100	-28	25	-1.0	18	-8	-1	-1.2	0
CCc1c(O)nc(SCC(N)=O)n(-c2ccccc2F)c1=O	102	-1	22	-2.5	-4	-4	4	-0.6	-4
CCOC(=O)C(C)Sc1nnc(NC(=O)c2cccc([N+](=O)[O-])c2C)s1 (stereo not given)	104	-19	-6	1.8	4	1	4	-1.4	-1
O=C(COc1ccc(Cl)cc1[N+](=O)[O-])N1CCCCC1	104	-1	42	0.3	-7	0	-4	-1.2	-8
Cc1ccc(-n2ncc3c(=O)n(CC(=O)N4CCCCCC4)cnc32)cc1	92	-6	2	0.0	12	6	-2	0.2	1
Cn1c2ccccc2c2c(C(=O)N3CCN(c4ccc(F)cc4)CC3)cn(C3CCCC3)c(=O)c21	94	-28	-38	-4.8	-8	-4	-1	-3.0	-11
CN(C)CCCO/N=C(\c1ccccc1)c1ccncc1	99	4	8	-0.5	3	-1	1	-3.1	-10
N=c1c(C(=O)NCc2ccccc2)cc2c(=O)n3ccccc3nc2n1Cc1ccco1	102	-14	20	0.4	46	2	-2	3.2	-8
NNC(=O)CC(=O)NC1(Cc2ccc(O)cc2)CCCCC1	91	-3	36	-0.2	7	-11	-7	0.5	-11
Cc1cc(NS(=O)(=O)c2ccc(Nc3nc(-c4sc(C)nc4C)cs3)cc2)no1	-1.0*[inhibitor]	-4	22	-3.7	25	6	/	-6.5	-10
Cc1ccc2c(C)c(C(=O)N(C)Cc3ccncn3)oc2c1C	93	-20	17	1.0	4	1	1	-2.5	-31
CC1CC(C)CN(c2ccc(S(=O)(=O)N3CCOCC3)cc2)C1 (stereo not given)	103	-32	33	0.0	18	-7	4	-0.8	1
CCCc1cc(=O)oc2c(C)c(OCC(=O)N3CCC(C(=O)O)CC3)ccc12	99	-35	-8	-1.6	8	-6	0	-2.1	4
CC(=O)Nc1ccc(-c2cc(-c3ccccc3)nc(-c3ccccc3)n2)cc1	102	-3	-18	-2.7	20	5	1	-1.4	-12
CCN1CCc2c(sc(N)c2C#N)C1	93	-1	17	-0.2	19	-1	2	-0.6	-4
CCOC(=O)/C(=N\Nc1ncnc2ccccc12)c1ccc(C)cc1	101	-24	23	0.1	-16	-28	-1	0.6	-1
Cc1cc(C(=O)CN2C(=O)NC3(CCC(C)CC3)C2=O)c(C)n1C (stereo not given)	101	-2	-4	-0.8	2	-5	6	-0.8	0
CCN(CC(=O)Nc1ccc(NC(C)=O)cc1)C(=O)Cc1c(Cl)cccc1Cl	100	-21	8	-2.3	8	1	2	-3.4	-13
Cc1ccc(CS(=O)(=O)CCC(=O)NCCCN2CCCC2=O)cc1	104	13	8	-2.9	-1	5	4	-3.1	2
CCOc1cccc(N(C(=O)c2ccco2)C(C(=O)NC2CCCC2)c2cccnc2)c1 (stereo not given)	103	-27	27	-0.4	6	-7	-1	-0.4	1
Cc1ccc(NC(=O)c2cc(=O)c3ccccc3o2)c(C)c1	101	-8	-3	-0.1	-8	6	2	-6.2	11
CCOC(=O)CSC1=C(C#N)C(c2ccc(C)s2)CC(=O)N1 (stereo not given)	96	-4	-7	-2.0	2	5	4	-2.1	0
C=CCN(CC=C)C(=S)NC(=O)c1ccc([N+](=O)[O-])cc1	103	7	-7	-1.9	9	15	6	-2.5	-2
Cc1cccc(Nc2c([N+](=O)[O-])c(=O)n(C)c3ccccc23)c1	100	-6	-12	-0.5	-8	3	0	-2.1	6
CCOCC(=O)N1CCN(c2ccc(F)cc2)CC1	106	-9	27	-2.6	6	6	0	-2.1	-9
Clc1ccc(OCc2nnc(-c3ccccc3Br)o2)c(Cl)c1	103	-2	24	-2.1	-23	13	0	-5.0	10
COc1ccc2c(CC(=O)Nc3ccccc3OC)coc2c1	103	-9	12	-3.8	16	-4	-2	-2.2	-5
O=C(O)c1cccc(-c2ccc(/C=C3/SC(=Nc4ccccc4)N(Cc4cccnc4)C3=O)o2)c1	108	-34	29	-2.4	19	36	3	-2.8	-5
COc1ccc(C2c3cc(OC)c(OC)cc3CCN2C(=O)c2ccccc2Br)cc1OC (stereo not given)	96	-51	-11	-1.7	-8	-24	-2	-0.8	0
Cc1oc(-c2ccc(Cl)cc2)nc1CN1CCCC(C(=O)NCc2ccccn2)C1 (stereo not given)	103	2	18	-2.2	16	-28	4	-1.9	-3
COc1ccc2c3c(cccc13)NN=C2C	/	-4	/	1.1	/	23	/	0.6	/

Another view of 5 compounds above:
Results follow in this order: MEKK3 PB1 HTS, FID counter, PHOSPHO1 inh, VIM-2 inhibitor, SUMO HTRF inh, NS3 helicase inh, IDE act, IMP-1 inh, p-CIP stab down
> CC(C)n1c(O)c(N=NC(=O)C2COc3ccccc3O2)c2ccccc21 (stereo not given)
    97, 6, 29, -4.0, -22, -5, -1, -3.6, -21
> Cc1ccc(Cl)c(OCC(=O)Nc2ccc3c(c2)OCCO3)c1
    94, -21, 22, 0.7, -2, 1, 0, -4.0, 2
> O=C(Nc1ccc2c(c1)OCO2)C1CC(c2ccccc2Cl)=NO1 (stereo not given)
    97, -4, -20, -0.8, -2, 12, -1, -6.2, 5
> C=CCOC(=O)COc1ccc2c(C)c(C)c(=O)oc2c1
    99, -5, -12, 0.5, -2, 9, 2, -1.1, 5
> CC(Oc1ccccc1)C(=O)N1CCCc2ccccc21 (stereo not given)
    101, -12, -3, -2.0, -10, -2, 6, -2.9, -33

Carrying on.
SMILES	MEKK3 PB1 HTS	FID counter	PHOSPHO1 inh	VIM-2 inhibitor	SUMO HTRF inh	NS3 helicase inh	IDE act	IMP-1 inh	p-CIP stab down
COC(=O)c1ccccc1NC(=O)c1sc(Cl)nc1C	93	-11	29	-1.8	2	15	0	-2.0	-6
COc1cc(CN2CCC(C(=O)N3CCC(C)CC3)CC2)cc(Br)c1O	108	20	-10	1.8	28	10	2	-0.9	0
COc1cc(C(=S)N2CCOCC2)cc(OC)c1OC(=O)c1cc([N+](=O)[O-])cc([N+](=O)[O-])c1	104	4	34	-3.7	-8	-3	2	-1.3	-5
Cc1ccc(S(=O)(=O)N2CCN(C(=O)c3ccco3)CC2)c(C)c1	101	-20	29	0.8	-12	1	0	-1.8	-6
O=C(COc1ccc(Cl)cc1)NCc1nnc(SCC(=O)N2CCCCCC2)o1	102	-26	-12	-2.4	10	1	0	-1.9	-2
CC(CN1CCOCC1)OC(=O)c1ccccc1 (stereo not given)	101	-1	10	-2.8	-8	-18	9	-3.2	2
COc1ccc(/C=N/NC(=O)c2ccco2)cc1OCc1ccccc1	97	-11	29	-1.9	9	-5	5	-0.9	5
Cc1ccnc2nc(C(=O)OCCOc3cccc(Br)c3)nn12	99	-11	1	-0.6	16	2	2	-5.2	-2

Screening data: PubChem, several laboratories
